# Screening results: PubChem, several laboratories
# MazF activator: increases E. coli MazEF RNase cleavage of RNA | FAM/BHQ RNA-DNA oligo cleavage fluorescence, 5 h | activation, % at 20 µM | actives 0.32% (n = 350,000) | AID 504720; in the data active = activation above about 50%
# Target sequence (P0AE70 whole entry, looked up): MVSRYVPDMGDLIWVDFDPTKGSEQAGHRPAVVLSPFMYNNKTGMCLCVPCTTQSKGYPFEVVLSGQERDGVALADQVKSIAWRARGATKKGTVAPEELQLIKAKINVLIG
# PrPC surface inh: cell surface PrPC inhibition, primary TR-FRET screen | P04156 | TR-FRET read-out | actives 0.43% (n = 370,000) | inhibition, % at 13.8 µM; in the data active = inhibition above about 24%; note: 0% = median of the test wells and 100% = reference compound wells
# Rv3671c inh: inhibits the M. tuberculosis serine protease Rv3671c; actives 0.048% (n = 320,000); P9WHR9; inhibition, % at 5.96 µM; in the data active = inhibition above about 38%;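 note: extracellular domain of Rv3671c used as enzyme; 0% = enzyme with DMSO and 100% = no enzyme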
# BoNT-F LC inh: inhibitors of Botulinum neurotoxin F light chain protease; Multiplex microsphere protease cleavage assay, flow cytometry; inhibition, % at 10 µM; actives 0.22% (n = 360,000); AID 588497; in the data active = inhibition above about 35%, passing the limit was not always enough; inconclusive = no clear call, values can overlap the other calls; note: plate controls were buffer without enzyme for full effect and enzyme alone for no effect
# SSB-PriA inh: inhibitors of Klebsiella pneumoniae PriA binding to SSB C-terminal tail; AlphaScreen SSBct-PriA binding, biotinylated peptide; inhibition, % at 33 µM; actives 0.6% (n = 430,000); in the data active = inhibition mostly above about 37%, no sharp cut-off; inactive = mostly below about 20%;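 note: plate controls were negative control peptide for no effect and reference peptide for full effect; strong numbers were not always called active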
# DUSP3 inh: blocks human VHR1 dual specificity phosphatase. inhibition, % at 13.3 µM. recombinant VHR phosphatase, pNPP absorbance. actives 0.52% (n = 290,000). AID 1654. P51452; in the data active = inhibition above about 50%; note: some compounds called inactive have numbers as strong as hits
# Target sequence (P51452 whole entry, looked up): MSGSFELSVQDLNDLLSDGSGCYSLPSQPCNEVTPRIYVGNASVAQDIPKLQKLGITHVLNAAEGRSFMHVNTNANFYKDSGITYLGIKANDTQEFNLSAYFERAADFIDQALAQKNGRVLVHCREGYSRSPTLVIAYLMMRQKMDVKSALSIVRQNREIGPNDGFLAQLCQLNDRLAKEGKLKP
# SARS 3CLpro inh: SARS-CoV 3CLpro protease inhibition; P0C6X7; inhibition, % at 6 µM; actives 0.14% (n = 290,000); recombinant SARS-CoV 3CLpro, quenched FRET peptide cleavage; in the data active = inhibition above about 12%
# Anthrax LF prot: anthrax lethal factor protease inhibition; P15917; multiplex microsphere protease cleavage assay, LF; inhibition, % at 10 µM; actives 0.12% (n = 360,000); AID 588501; note: plate controls were buffer without enzyme for full effect and enzyme alone for no effect
# Target sequence (P15917 whole entry, looked up): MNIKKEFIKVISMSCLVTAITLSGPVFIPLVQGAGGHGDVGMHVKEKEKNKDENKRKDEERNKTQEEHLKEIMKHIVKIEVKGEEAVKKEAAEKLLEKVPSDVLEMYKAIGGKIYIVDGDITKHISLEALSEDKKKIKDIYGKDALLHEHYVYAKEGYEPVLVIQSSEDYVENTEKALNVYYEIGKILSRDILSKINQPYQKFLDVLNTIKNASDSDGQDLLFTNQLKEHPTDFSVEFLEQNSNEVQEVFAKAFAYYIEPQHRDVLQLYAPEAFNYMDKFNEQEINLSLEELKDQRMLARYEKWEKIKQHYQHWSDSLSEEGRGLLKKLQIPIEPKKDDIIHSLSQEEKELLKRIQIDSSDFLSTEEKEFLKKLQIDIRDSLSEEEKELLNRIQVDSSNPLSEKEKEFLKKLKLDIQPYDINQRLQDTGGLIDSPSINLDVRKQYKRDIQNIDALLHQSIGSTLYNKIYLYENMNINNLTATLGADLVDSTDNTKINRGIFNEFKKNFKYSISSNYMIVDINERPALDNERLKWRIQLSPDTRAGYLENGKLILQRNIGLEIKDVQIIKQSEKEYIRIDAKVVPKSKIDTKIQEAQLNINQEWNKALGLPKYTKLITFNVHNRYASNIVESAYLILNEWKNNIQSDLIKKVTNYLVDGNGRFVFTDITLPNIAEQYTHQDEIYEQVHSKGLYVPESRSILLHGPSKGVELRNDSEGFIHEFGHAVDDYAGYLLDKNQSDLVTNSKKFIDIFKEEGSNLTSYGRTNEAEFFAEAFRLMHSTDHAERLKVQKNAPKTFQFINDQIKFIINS
# CCHFV vOTU inh: CCHFV vOTU protease inhibition; inhibition, % at 11.5 µM; actives 0.55% (n = 370,000); Pep-AMC fluorescence; in the data active = inhibition above about 30%; note: 0% = vehicle wells with enzyme and 100% = no enzyme wells
# BoNT-A LC inh2: inhibitors of Botulinum neurotoxin A light chain protease | multiplex microsphere protease substrate cleavage, flow cytometry | actives 0.17% (n = 360,000) | inhibition, % at 10 µM; note: plate controls were buffer without enzyme for full effect and enzyme alone for no effect
# Active calls of the source: *; i = inactive; ? = inconclusive; nt = not tested or not shown; & = joins results of further samples. Cut-off read from the data, not from the text of the source, unless noted: active = inhibition above about 30%; inconclusive = no clear call, values can overlap the other calls; inactive = below that.
SMILES,MazF activator,PrPC surface inh,Rv3671c inh,BoNT-F LC inh,SSB-PriA inh,DUSP3 inh,SARS 3CLpro inh,Anthrax LF prot,CCHFV vOTU inh,BoNT-A LC inh2
CC(=O)c1cccc(N=C2NC(=O)CS2)c1,2,2,3,1,-15,-9,-3,-1,4,0.0
O=C(Cn1ncc(Cl)c(Cl)c1=O)NCC1CCCCC1,3,1,-3,9,4,-1,6,2,-8,2.3
O=C(Nc1c(C(=O)O)[nH]c2ccccc12)NC1CCCCC1,-1,-3,1,-8,-9,4,3,-2,-13,-0.2
Nc1cc(CN2C(=O)c3ccccc3C2=O)cc(Cl)c1O,-16,-10,-6,-12,-2,1,-3,-4,14,-0.2
O=c1c2c3c(sc2ncn1Cc1ccc(F)cc1)CCC3,10,6,2,4,-15,27,4,10,12,10
O=C(NNC(=O)c1ccccc1O)c1ccc(S(=O)(=O)Nc2ccccc2)cc1,5,6,12,2,-2,nt,nt,4,1,-0.1
Nc1c(Cl)cc(C2=NCCn3nc4ccccc4c32)cc1Cl,5,-6,-2,-2,-1,nt,nt,-6,5,-0.5
CCOC(=O)C1=C(N)OC2=C(C(=O)CC(C)C2)C1c1cccnc1 (centres undefined),4,-6,2,-12,0,0,2,0,-3,-0.3
CCn1c(SCC(=O)N2CCC(C)CC2)nc2c1c(=O)n(C)c(=O)n2C,1,-3,6,-3,-7,3,-5,-3,9,-1.1
COc1ccc(CNC[C@H]2O[C@@H](n3cnc4c(N)ncnc43)[C@H](O)[C@@H]2O)cc1OC,0,nt,5,-1,2,nt,nt,9,nt,0.0
C=CCSc1nc(=O)n2ccccc2n1,-18,12,8,4,-19,16,4,-4,-1,-0.5
COc1cccc(CNC(=O)CCCn2c(=S)[nH]c3cc4c(cc3c2=O)OCO4)c1,23,3,-12,0,0,17,1,2,9,-0.8
COC(=O)c1cccc(NC(=O)Nc2ccc(Cl)cc2Cl)c1,0,9,-6,?,-7,-15,-3,-10,3,?
Nc1nc(NC(=O)c2ccc(F)cc2)ns1,1,-4,3,-2,-17,nt,nt,6,6,0.0
COc1ccccc1CNC(=O)COC(=O)c1cnccn1,-17,-2,-5,4,-5,-6,-5,-5,-7,-0.5
CCCCn1c(N)c(N(CCOC)C(=O)c2cnccn2)c(=O)[nH]c1=O,-8,-3,-3,-4,-3,nt,nt,-2,-3,-0.9
CC(C)OC(=O)Nc1ccc2c(c1)N(C(=O)CCN1CCN(CCO)CC1)c1ccccc1CC2,1,0,5,-4,-7,-23,7,-2,4,0.9
CC(C)(C)NC(=O)C(c1ccc(O)cc1)N(Cc1ccc2c(c1)OCO2)C(=O)CCl (centres undefined),9,-1,nt,-4,nt,nt,nt,-4,5,-0.2
Cc1ccc(-c2nc(NCc3ccco3)n(C(=O)c3ccco3)n2)cc1,1,4,5,-4,3,12,-1,-2,-8,-0.5
CC(C)(C)NC(=O)C(=O)NCc1ccccn1,7,-5,3,-2,3,12,4,-3,2,-0.8
Cn1cnnc1SCC(=O)c1c(N)n(Cc2ccccc2)c(=O)n(C)c1=O,10,36*,-4,1,-20,26,0,-8,-2,0.3
CC(=O)Nc1ccc(N/C=C(\C=O)c2nc3ccccc3o2)cc1,-12,-1,2,-8,-14,11,0,0,-14,-0.5
CCOC(=O)C1(Cc2ccccc2C#N)CCCCC1=O (centres undefined),5,-4,nt,-2,-18,nt,nt,-1,6,-0.1
COc1ccccc1-c1ccc(SCc2cccc(F)c2)nn1,-4,1,-2,-4,-5&-6,26,4,-9,2,0.2
Cc1ccc2ccc(C(Nc3ccccn3)c3ccccc3)c(O)c2n1 (centres undefined),-9,13,0,-7,5,9,-2,-4,22,-0.2
Cc1ccc(NCc2n[nH]c(=S)n2-c2ccccc2)c(C)c1,5,5,2,3,14,33,1,-4,-1,0.0
CC1=C(C(=O)OCC2CCCCC2)C(c2ccccc2F)NC(=O)N1 (centres undefined),-3,4,-7,-2,7,nt,nt,-8,0,-0.4
Cc1ccc(Nc2cc(C(=O)NCCCN3CCOCC3)c3ccccc3n2)cc1C,10,-1,10,-3,2,14,-3,-4,-4,0.0
Cc1cc(C)n(CCNC(=O)c2cc(COc3ccc4ncccc4c3)on2)n1,6,15,3,-8,-1,23,1,-4,-10,-1.2
CCCCn1c(N)c(N(CCC(C)C)C(=O)CSc2nnc(Nc3ccccc3)s2)c(=O)[nH]c1=O,3,13,1,-1,-5,43,-1,-2,6,-0.8
COc1ccccc1N1CCN(C(=O)CSc2nc3ccccc3nc2N2CCCCC2)CC1,-20,5,2,-5,-8,21,2,2,12,3.7
CCCCn1c(SCC(=O)N2CCCc3ccccc32)nc2c1c(=O)n(C)c(=O)n2C,-9,-2,-3,-4,-6,30,3,1,-11,0.0
Cn1c(C(=O)OCC(=O)NCc2ccco2)cc2sccc21,-5,8,-4,0,2,17,-4,3,14,0.5
COC(=O)N/N=C1\CCCc2ccccc21,2,1,0,2,nt,-3,-9,3,10,0.7
O=c1[nH]c(CN2CCN(S(=O)(=O)c3ccc(Cl)cc3)CC2)nc2cc(Cl)ccc12,3,0,5,-2,2,13,-1,2,-7,0.5
Cc1ccc(-c2cnc3ccccc3n2)cc1C,4,-2,5,3,-8,2,2,-6,-26,-1.8
COC(=O)/C(C#N)=C/c1c(N2CCN(c3ccccc3)CC2)nc2c(C)cccn2c1=O,-7,-7,nt,-8,7,2,4,-6,6,-2.6
Cc1cc(C)n2[nH]c(=O)c(N=Nc3ccc(S(N)(=O)=O)cc3)c2n1,-22,-28,-11,0,-4,37,1,-3,4,0.4
COc1ccc(NC(=O)CSc2n[nH]c(C)c2[N+](=O)[O-])cc1,3,13,7,-2,-5,10,1,-4,14,-0.7
O=C(CCC(=O)c1ccc(F)cc1)NC1CCCN(Cc2ccccc2F)C1 (centres undefined),5,7,-5,nt,-24,11,2,nt,2,nt
Cc1ccc(S(=O)(=O)N(C)C)cc1NC(=O)c1cc(-c2ccncc2)nc2ccccc12,-9,-11,3,-44,8,nt,nt,-9,-3,3.3
CCCn1c(SCC(=O)Nc2cccc(C)n2)nnc1C(C)C,-8,-1,-24,0,-19,21,4,-5,-13,-1.2
C=CCn1c(N)cc(=O)nc1SC(C)C(=O)Nc1ccc(C(=O)OCC)cc1 (centres undefined),2,-2,-8,3,1,21,1,7,-9,11
Cc1ccccc1OCC(=O)Nc1ccc(N2CCN(C(=O)C(C)C)CC2)c(Cl)c1,8,4,0,-14,-6,47,-2,1,0,-2.4
CCc1nc2c(OCCn3cccc3)cccn2c1N(C)C(=O)c1ccc(C)cc1,nt,-5,nt,-6,nt,nt,nt,2,-6,-0.3
CCCCN(C(=O)c1cc(OC)c(OC)c(OC)c1)C1=CC2CCC(C1)N2C (centres undefined),1,2,-1,-5,-9,3,4,-3,-2,-0.3
O=C(CCS(=O)(=O)c1cccc2nonc12)NC1CCCCCC1,-3,-36,-11,18,-11,7,3,1,14,-0.3
Cc1ccc(C(=O)N/C(=C/C=C\c2ccccc2)C(=O)NCc2ccco2)cc1,1,-1,0,-3,-2,-2,1,-2,6,-0.6
CN(CCc1ccccc1)C(=O)c1ccc(NC(=O)Cc2ccc(NC(=O)C3CCCN(C(=O)C4CCCCC4)C3)cc2)cc1 (centres undefined),-3,11,nt,-5,-7,nt,nt,-5,2,0.1
Cn1cccc1/C=N/n1c(-c2ccc(Cl)cc2)n[nH]c1=S,-3,-1,2,9,nt,-18,7,2,12,0.5
COc1ccc(NC(=O)CCC(=O)N/N=C/c2ccncc2)cc1,-6,-2,3,?,i,-3,1,25,-3,?
O=C1CCc2cc(S(=O)(=O)N3CCCCC3)cc3c2N1CC3,-3,7,-7,-10,-6,nt,nt,4,-7,0.9
Cc1n[nH]c(C)c1CCC(=O)N/N=C/c1c(C)[nH]c2ccccc12,12,2,0,nt,nt,12,-2,nt,-4,nt
CCn1c(CCNC(=O)c2ccc(C)cc2)n[nH]c1=S,1,4,1,-7,-8,-11,-4,2,-15,0.3
COc1cc(C(C)=O)ccc1OCc1cn(CC(=O)c2ccc(O)cc2)nn1,10,15,nt,0,-9,nt,nt,-3,12,0.0
COc1ccc(S(=O)(=O)N(C)CC(=O)NCc2cccnc2)cc1Cl,-11,-7,1,4,2,-2,-1,1,-13,3.8
CCN(CC(=O)Nc1ccc2c(c1)OCCO2)C(=O)COc1ccc(C(C)=O)cc1,6,8,nt,-1,nt,nt,nt,2,-3,-0.1
CC(C)N(C(=O)[C@H]1C[C@H](CC(=O)NCCc2ccccn2)C(=O)N2CCc3c([nH]c4cc(-c5ccco5)ccc34)[C@]12C)C(C)C,11,-5,nt,0,6,nt,nt,0,-41,-0.3
COc1ccc2c(Cl)c(C(=O)OCC(=O)c3ccc4c(c3)NC(=O)CO4)sc2c1Cl,-37,5,nt,2,-7,15,-5,0,-4,0.6
Cc1cc(=O)n2c(C(=O)Nc3ccc(C(=O)OC(C)C)cc3)c(C(=O)Nc3ccccc3)sc2n1,6,0,-10,-4,-6,21,2,-4,7,-0.7

# Going on with the list:
SMILES,MazF activator,PrPC surface inh,Rv3671c inh,BoNT-F LC inh,SSB-PriA inh,DUSP3 inh,SARS 3CLpro inh,Anthrax LF prot,CCHFV vOTU inh,BoNT-A LC inh2
O=C(Oc1c(-c2ccccc2Cl)oc2ccccc2c1=O)c1ccc(Cl)cc1,-2,8,-9,2,-2,-14,1,-4,-3,0.4
O=S(=O)(c1cccc(F)c1)N1CCC(CO)(Cc2cccc(F)c2)CC1,6,5,1,-7,-13,25,0,0,9,0.5
COc1ccc(N(C)S(=O)(=O)c2cccc(C(=O)OCC(=O)N(C)c3ccccc3)c2)cc1,10,-2,-7,-8,-13,nt,nt,-4,6,0.0
CCN(CC)c1ccc(NC(=O)Cn2c(C(C)NC(=O)c3ccccc3)nc3ccccc32)cc1 (centres undefined),-2,2,-9,-1,0,55*,-3,0,-12,0.1
CC1CC(C)CN(CCCNC(=O)CN2C(=O)COc3ccc(S(=O)(=O)N4CCOCC4)cc32)C1 (centres undefined),6,-2,-3,0,0,-16,-1,-2,-14,-1.1
O=C(CC1c2ccccc2Oc2ccccc21)NCc1ccco1,2,-5,3,5,-2,27,0,-4,20,0.0
CCOC(=O)C1=C(C)NC(C)=C(C(=O)OCC)C1C(=O)OCC(=O)N1CCc2ccccc2C1,2,-6,6,7,-4,2,4,2,-5,0.1
C=CCN(CC=C)CCCOc1ccccc1C(=O)OC,5,-4,-5,6,1,18,2,0,4,0.6
Cc1ccc(S(=O)(=O)NC(=O)C2(C)CCN2C(=O)c2ccccc2CCc2ccccc2)cc1 (centres undefined),nt,-7,nt,2,nt,nt,nt,-3,7,-0.1
C/C(Cc1ccccc1)=N\NC(=O)CNC(=O)COc1ccccc1,-15,-8,2,-4,nt,8,1,-3,5,-0.4
CC(C)CNc1c(N)c(=O)oc2ccccc12,-20,8,-2,1,7,10,-4,4,12,-0.3
CCN(CC)C(=O)C1=C(C)N(Cc2ccc(C(C)(C)C)cc2)C(=O)C(CC(=O)NC(c2ccccc2)c2ccccc2)C1 (centres undefined),3,4,nt,0,nt,nt,nt,-7,22,0.1

# 2 compounds from above with just CCHFV vOTU inh and BoNT-A LC inh2.
Compound | CCHFV vOTU inh | BoNT-A LC inh2
C=CCN(CC=C)CCCOc1ccccc1C(=O)OC | 4 | 0.6
Cc1ccc(S(=O)(=O)NC(=O)C2(C)CCN2C(=O)c2ccccc2CCc2ccccc2)cc1 (centres undefined) | 7 | -0.1

# As entered above.
# Entry of O=C(CC1c2ccccc2Oc2ccccc21)NCc1ccco1 in CCHFV vOTU inh: 20
# Entry of O=S(=O)(c1cccc(F)c1)N1CCC(CO)(Cc2cccc(F)c2)CC1 in BoNT-A LC inh2: 0.5
# Entry of CCN(CC)C(=O)C1=C(C)N(Cc2ccc(C(C)(C)C)cc2)C(=O)C(CC(=O)NC(c2ccccc2)c2ccccc2)C1 (centres undefined) in BoNT-F LC inh: 0
# Entry of CC1CC(C)CN(CCCNC(=O)CN2C(=O)COc3ccc(S(=O)(=O)N4CCOCC4)cc32)C1 (centres undefined) in CCHFV vOTU inh: -14

# These rows are one share of the data, so the mix of outcomes need not match the whole.
